# Compound activity from PubChem.
# HT1080 cytotoxicity – HT1080 cell viability loss – fluorescence readout (AID 620); HT1080 viability, fluorescence; higher % means a stronger effect; cytotoxicity, % at 10 µM, or EC50 in µM where a hit was titrated; 87,000 compounds, 0.42% hits; in the data active = cytotoxicity above about 50%;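 also: cells exposed to compound overnight then 4 h with Alamar Blue; 0% = vehicle DMSO and 100% = killing control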
# The depositor's hits bear a star. Not all compounds are listed (hit frequency here may not be typical).
compound	HT1080 cytotoxicity
COc1ccc(OC)c(CNc2ccc(F)c(Cl)c2)c1	-9%
CC1=C(C(=O)OCc2ccccc2)C(c2ccccc2OS(=O)(=O)c2ccc([N+](=O)[O-])cc2)NC(=O)N1CCCC(=O)O (centres undefined)	-3%
Cc1cc(NC(=O)CSc2nc3sc(C)c(C)c3c(=O)n2C2CCCC2)no1	-22%
Cc1cccc(NC(=O)CSc2nnc(-c3cnccn3)n2Cc2ccco2)c1	-6%
CCOc1ccccc1NC(=S)NCc1ccco1	2%
CCCCOC(=O)CSc1n[nH]c(=O)[nH]c1=O	-9%
Cc1nc2ccccc2c2c1C(=O)N(C1CCCCCCC1)C2=O	29%
C1CCN(Cc2nnnn2C2CCCC2)CC1	-6%
Cc1ccc2c(c1)c1c(n2CC(O)Cn2nc(C)c(Br)c2C)CCCC1 (centres undefined)	2%
O=C1c2ccccc2C(=O)N1CCc1nc(-c2ccncc2)no1	-10%
COCn1c(COc2ccc3ccccc3c2)nc2ccccc21	14%
CCOC(=O)c1ccc(NC(=O)CN2C(=O)CCC2=O)cc1	2%
O=C1c2ccccc2NC(c2ccc(O)cc2)N1Cc1ccco1 (centres undefined)	-28%
CC(C)Cc1nnc(NS(=O)(=O)Cc2ccccc2)s1	6%
COC(=O)[C@@]1(Cc2ccc(F)cc2)[C@@H]2C(=CC(=O)[C@H]2CC(=O)C(=O)N(C)C)CN1C(=O)c1ccccc1	-16%
CC(C)(C)SCCNC(=O)CN(c1ccc(F)c(Cl)c1)S(C)(=O)=O	-1%
Cc1nnc(SCC(=O)NCc2ccccc2)[nH]c1=O	26%
COc1ccc(C2=Nc3cc(C)ccc3OC2)cc1	-5%
CC(C)CC1(C(=O)NCC2CC2)C=CCN1C(=O)c1ccccc1 (centres undefined)	-20%
CCCNC(=O)c1ccccc1NC(=O)Nc1ccccc1C	18%
CCn1cc([N+](=O)[O-])c(C(=O)N2N=C(c3cccc4ccccc34)CC2c2ccccc2O)n1 (centres undefined)	-9%
CCOc1ccc(C(O)c2nccn2C)cc1 (centres undefined)	-14%
NC(=O)C1CCN(CCC(=O)Nc2ccc3c(c2)CCC3)CC1	-1%
CN(C(=O)COC(=O)c1c[nH]c(=O)[nH]c1=O)C1CCCCC1	-3%
Cc1cc(C(=O)CSc2nc3ccc(Cl)cc3[nH]2)c(C)n1CC1CCCO1 (centres undefined)	-3%
CC1(C)CC(=O)c2sc(NC(=O)c3cccs3)nc2C1	15%
Cc1cc(N)ccc1S(C)(=O)=O	-5%
Cc1ccc(NC(=O)CSC2=C(C#N)C(c3ccco3)CC(=O)N2)cc1 (centres undefined)	-8%
S=c1[nH]c2cc(Cl)ccc2s1	-4%
COC(=O)c1ccc(NC(=O)c2ccccc2SC)cc1	4%
CCn1c(CC(=O)Nc2ccc(C)cc2)nnc1SCC(=O)Nc1nc(C)cs1	8%
CC1CCC(C(C)C)C(OC(=O)C2=C3c4ccccc4S(=O)(=O)N3CC2)C1 (centres undefined)	8%
CCCS(=O)(=O)c1c(S(=O)(=O)CCC)c2cnccn2c1C(=O)c1ccc(CC)cc1	-9%
Cc1ccc(-c2ccc(=O)n(CC(=O)N3CCN(c4cc(Cl)ccc4C)CC3)n2)cc1	30%
COc1ccccc1N1Cc2ccccc2C1	-4%
Cc1cccc(N2CCN(C(c3ccccc3)c3nnnn3C(C)(C)C)CC2)c1C (centres undefined)	-8%

# Brought forward from above: 4 entries, followed by the next part.
compound	HT1080 cytotoxicity
CCCS(=O)(=O)c1c(S(=O)(=O)CCC)c2cnccn2c1C(=O)c1ccc(CC)cc1	-9%
Cc1ccc(-c2ccc(=O)n(CC(=O)N3CCN(c4cc(Cl)ccc4C)CC3)n2)cc1	30%
COc1ccccc1N1Cc2ccccc2C1	-4%
Cc1cccc(N2CCN(C(c3ccccc3)c3nnnn3C(C)(C)C)CC2)c1C (centres undefined)	-8%
COc1ccc(/C=C/C(=O)NCC(=O)N/N=C/c2cc(Br)ccc2OC)cc1	1%
CCCN(CCC)c1nc(N)c(C#N)c(CC#N)c1C#N	-11%
CCOC(=O)Cc1c(C)nc2cc(-c3ccc(C(C)(C)C)cc3)[nH]n2c1=O	-13%
Cc1nn(Cc2ccccc2)c2c1C(c1cccc(Cl)c1)C(C#N)=C(N)O2 (centres undefined)	-4%
CC1=CC(C)(C)N(C)C(=O)N1c1ccc(Cl)cc1	-14%
Cc1ccc(N2C(=O)c3ccc(C(=O)N4CCOCC4)cc3C2=O)cc1C	-8%
Cc1cccc(Cn2c(C(=O)OC(C)C)cc3c2ccn3C)c1	-20%
Nc1nc(N)c2sc3nc(C(F)(F)F)cc(C(F)(F)F)c3c2n1	7%
COC(=O)Cc1[nH]n(-c2nc3ccccc3s2)c(=O)c1C(C)=O	7%
CC1CN(S(=O)(=O)c2cccc(C(=O)OCC(=O)c3cccs3)c2)CC(C)O1 (centres undefined)	14%
CCCCSc1nnc(-c2ccc(C)cc2)n1C	-13%
C=CCn1c2ccccc2n2nc(C)c(=O)nc12	-7%
COC(=O)C(CC(C(=O)OC)C(=O)OC)C(=O)OC	1%
O=C(CCN1C(=O)c2ccccc2C1=O)N(CCO)Cc1ccccc1	-6%
O=C(COC(=O)C1CC(=O)N(Cc2ccco2)C1)c1ccc(OC(=O)c2ccccc2)cc1 (centres undefined)	-15%
COCCNC(=O)CN(CCc1ccccc1)S(=O)(=O)c1ccc(OC)cc1	-4%
CCCCCCCCCCSc1n[nH]c(NC(C)=O)n1	9%
CCCc1[nH][nH]c(=O)c1C(c1ccc(Cl)cc1)C(C#N)C#N (centres undefined)	-9%
CCOC(=O)N1CCN(CC(=O)c2c[nH]c3ccc(F)cc23)CC1	19%
COc1ccc(S(=O)(=O)N(C)c2ccc(C(=O)NCCC(C)C)cc2)cc1	-6%
COc1ccc(NC(=O)Cn2cc(C(=O)c3ccco3)c3ccccc32)cc1	-9%
O=C(CC1NCCNC1=O)Nc1ccc2c(c1)OCO2 (centres undefined)	3%
CC1CCN(C(=O)c2ccc(S(=O)(=O)N(C)C)cc2)C(C)C1 (centres undefined)	-8%
CC1CCC(C(C)C)C(OC(=O)CSc2nccc(=O)[nH]2)C1 (centres undefined)	-16%
CCc1ccc2c(c1)C1(NN=C(c3cccc4ccccc34)S1)C(=O)N2 (centres undefined)	6%
CCC(CC)C1C(C#N)=C(N)SC(N)=C1C#N	1%
CC(NC(=O)C1CCCC1)c1ccc2c(c1)OCCO2 (centres undefined)	-16%
Cc1sc2c(c1C)CN(C(C)(C)C)CN2C(=O)c1ccccc1	-4%
Cc1nc(/C=C/c2ccccc2)cc(/C=C/c2ccccc2)n1	-15%
CCOc1ccc(N2CSC3=C(C#N)C(c4ccco4)CC(=O)N3C2)cc1 (centres undefined)	17%
CCN(CC)CCCN1C(=O)c2oc3ccccc3c(=O)c2C1c1cccs1 (centres undefined)	-15%
O=C(Oc1cccc(-c2cnc3ccccc3n2)c1)c1ccco1	-16%
Cc1ccc(O)c(C(=O)c2cnc3c(c2)COc2ccc(C)cc2-3)c1	-11%
Cc1cc(SCC(=O)N/N=C/c2ccc(O)c(O)c2)c(C)cc1Br	22%
Cc1nn(C)c(C)c1CN(C)S(=O)(=O)c1ccc(F)cc1	0%
Cc1oc(C(=O)Nc2ccc(C(=O)O)cc2)cc1COc1ccccc1	-2%
Cc1n[nH]c(C)c1S(=O)(=O)N1CCC(C(=O)N2CCn3c2nc2ccccc23)CC1	2%
O=C(c1ccc(Cl)c(S(=O)(=O)Nc2ccc(F)cc2)c1)N1CCN(c2ccccn2)CC1	-12%
O=C(CSc1nccc(=O)[nH]1)Nc1ccc(S(=O)(=O)N2CCOCC2)cc1	7%
NC(=O)c1ccsc1NC(=O)COC(=O)Cc1cccc2ccccc12	-4%
Cc1c(O)cc2n(c1=O)-c1ccccc1C2(C)C	5%
O=C(CN1C(=O)C2CC=CCC2C1=O)NCC1COc2ccccc2O1 (centres undefined)	-2%
O=C1CC(N2CCN(c3nc4ccccc4s3)CC2)C(=O)N1c1cccc(F)c1 (centres undefined)	-6%
COc1ccc(-c2cc(C(F)(F)F)nc(-n3cncn3)n2)cc1	2%
O=c1nc(-c2ccccc2)cc(C(F)(F)F)[nH]1	-8%
CC(C)(C)C1CCC2(CC1)C(Nc1cccc(C(F)(F)F)c1)=NC(=S)N2CC#N (centres undefined)	6%
CCOC(=O)c1c(CN(CC)CC)oc2ccc(OC)cc12	-5%
COc1cc(NC(=O)Cn2c(C)cc3ccccc3c2=O)cc(OC)c1OC	-10%
CCn1c(NCc2ccccn2)nc2ccccc21	3%
COc1ccc(N2CCN(Cc3nc4c(c(=O)n(C)c(=O)n4C)n3CC(C)=O)CC2)cc1	5%
Cc1ccc(CSc2nnc(-c3ccco3)o2)cc1	0%
CC(C)NC(=O)CCS(=O)(=O)c1cccc2nonc12	-16%
CCOc1ccc2c3c(c(=O)oc2c1OCC)CCCC3	-2%
CCOC(=O)c1ccc2c(c1)N(CC(=O)N1CCCCC1)C(=O)C(C)(C)O2	3%
CCOC(=O)c1cc2sc(C)cc2n1CCCN1C(=O)c2ccccc2C1=O	-6%
O=C1CCCCN1CCc1c[nH]c2ccccc12	2%
COc1cccc(NC(=O)CSc2nnc(Cn3nnc4ccccc43)n2C)c1	1%
COc1ccccc1N1CCN(C(c2ccc(N(C)C)cc2)c2nnnn2CCc2ccccc2)CC1 (centres undefined)	1%
O=C(N1CCOCC1)N(CCN1CCOCC1)Cc1cccc2ccccc12	-6%
NS(=O)(=O)c1ccc(NC(=O)C2CCCN(S(=O)(=O)c3ccc(F)cc3)C2)cc1 (centres undefined)	0%

# Quoted from the listing.
# CCOC(=O)c1ccc(NC(=O)CN2C(=O)CCC2=O)cc1 | HT1080 cytotoxicity: 2%
# NS(=O)(=O)c1ccc(NC(=O)C2CCCN(S(=O)(=O)c3ccc(F)cc3)C2)cc1 (centres undefined) | HT1080 cytotoxicity: 0%
# Cc1nn(C)c(C)c1CN(C)S(=O)(=O)c1ccc(F)cc1 | HT1080 cytotoxicity: 0%
# CCOc1ccc(N2CSC3=C(C#N)C(c4ccco4)CC(=O)N3C2)cc1 (centres undefined) | HT1080 cytotoxicity: 17%
# COC(=O)[C@@]1(Cc2ccc(F)cc2)[C@@H]2C(=CC(=O)[C@H]2CC(=O)C(=O)N(C)C)CN1C(=O)c1ccccc1 | HT1080 cytotoxicity: -16%

# The main list resumes, repeating the 2 entries before the break.
compound	HT1080 cytotoxicity
O=C(N1CCOCC1)N(CCN1CCOCC1)Cc1cccc2ccccc12	-6%
NS(=O)(=O)c1ccc(NC(=O)C2CCCN(S(=O)(=O)c3ccc(F)cc3)C2)cc1 (centres undefined)	0%
Cc1c(C(=O)Nc2ccc(Oc3ccccc3)cc2)sc2nc3n(c(=O)c12)CCC3	3%
CC(C)(C)C(=O)Nc1ccc(S(=O)(=O)c2ccc(NC(=O)C(C)(C)C)cc2)cc1	0%
O=C(Nc1ccccc1)c1ccc2c(c1)OCO2	-2%
CCOc1ccc(N=c2scc(-c3ccc(OC)cc3)n2CCO)cc1	-10%
Cc1nc(SCC(=O)NC(=O)NCc2ccccc2)nc(C)c1C	12%
COC(=O)[C@@]1(Cc2ccc(OC)cc2)[C@H]2c3cc(C(=O)N(C)C)n(Cc4ccc(S(C)(=O)=O)cc4)c3C[C@H]2CN1C(=O)c1ccccc1	-20%
COCc1cc(=O)n2[nH]c(C(F)(F)F)nc2n1	-5%
Fc1ccc(CSc2nncn2NCc2ccccc2)cc1	1%
COc1ccc(/C=C/c2ccncc2)cc1OC	-21%
Fc1ccc(CSc2nnc(Cc3sc(-c4ccccc4)nc3-c3ccccc3)o2)cc1	1%
CC(C)(C)NC(=O)CN(C(=O)CNS(=O)(=O)c1ccccc1)c1ccc2c(c1)OCCO2	-2%
CN1/C(=C/C2CC(=O)N(c3cccc4ccccc34)C2=O)C(C)(C)c2ccccc21 (centres undefined)	-2%
CCN(CC)C(=O)C(=O)c1cccn1-c1cccc(-n2cccc2C(=O)C(=O)N(CC)CC)c1C#N	-8%
Oc1ccc(Br)cc1-c1nc2cnccn2c1NC1CCCCC1	-10%
CCOc1ccc(C(=O)NCC(=O)OCC(=O)N2C(C)CCCC2C)cc1 (centres undefined)	15%
COc1cc(OC)cc(C(=O)NCCOc2ccccc2)c1	3%
CCC(C)[C@H](NC(=O)N1CCN(c2cccc(C(F)(F)F)c2)CC1)C(=O)OC (some centres undefined)	-1%
CC(=O)CSc1nnc(-c2cnccn2)n1-c1ccccc1	0%
CO/N=C(\Cn1ncc(N2CCCC2)c(Br)c1=O)c1ccc(Cl)cc1	0%
Cc1ccc(C(=O)ONc2ccc(N=NC(=O)c3ccccc3O)cc2)cc1	18%
CCOc1ccc(CCNC(=O)CN2CCN(Cc3ccccc3F)C2=O)cc1OCC	-2%
COc1ccc(C/C(=N\O)c2ccc(OC)cc2)cc1	-27%
Cc1ccc(-n2c(Cc3cccs3)nnc2SCC(=O)Nc2ccc(F)c(F)c2)cc1	-12%
Cc1nn(C(C)c2n[nH]c(=S)n2-c2ccc(F)cc2)c(C)c1[N+](=O)[O-] (centres undefined)	-11%
O=C(Nc1ccc2c(c1)OCO2)C1CC(c2ccc(F)cc2)=NO1 (centres undefined)	-1%
COc1ccc(C2/C(=C(\O)c3cccc(OC)c3)C(=O)C(=O)N2c2ccccn2)cc1 (centres undefined)	-2%
O=C(NCCCN1CCOCC1)c1ccc2c(=O)n(CCc3ccccc3)c(=O)[nH]c2c1	-6%
COC(=O)c1ccc(-c2ccco2)n1Cc1cc(C)ccc1C	2%
O=C(CN(C(=O)Cn1nnc(-c2cccs2)n1)c1ccc2c(c1)OCCO2)NCc1ccccc1	-8%
CC1CC(C)CN(C(=O)CN2CCN(Cc3ccc(Cl)cc3)C2=O)C1 (centres undefined)	-6%
CCOC(=O)C1=C(C)N(CCCC(=O)O)C(=O)NC1c1ccc([N+](=O)[O-])cc1 (centres undefined)	-5%
CCN(CC)CC(C(=O)N(CC)CC)P(=O)(c1ccccc1)c1ccccc1 (centres undefined)	1%
CCN1CCN(C(=O)c2nn(-c3ccccc3)c(=O)c3ccccc23)CC1	0%
Cc1ccc(CNC(=O)c2c(C)cc(=O)oc2C)cc1	30%
O=C(c1ccco1)c1nc2c(n1O)CCCCC2	-7%
